GAA spleen mod = qHTS Assay for Inhibitors and Activators of Human alpha-Glucosidase From Spleen Homogenate. Lysosomal alpha-glucosidase (Homo sapiens), P10253. human spleen homogenate, 4-MU-alpha-glucoside fluorescence. 240,000 tested, 0.006% active. Potency, µM (titrated, usually from 79.9 µM), inactives show at the highest dose activity change, negative = inhibition, most hits filed as inhibitors. AID 2112, 2009;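 further: 0% = enzyme with vehicle and -100% = no enzyme basal signal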
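Compounds were titrated against alpha-glucosidase in spleen homogenate at pH 5.0, with 1 mM 4-methylumbelliferyl substrate for 40 min at 37 C. Reactions were quenched with pH 10 NaOH/glycine and fluorescence measured.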
Tau fibril FP = qHTS for Inhibitors of Tau Fibril Formation, Fluorescence Polarization; Microtubule-associated protein tau (Homo sapiens), P10636; K18 P301L tau heparin fibrillization, Alexa594 FP, 6 h; Potency, µM (highest dose often 57.7 µM), without a hit: top-dose activity, negative = inhibition, usual class: inhibitors; 280,000 tested, 0.39% active; AID 1468, 2008; further: on the % scale 0 is the no-effect control and ±100 the full control effect; nearly all actives have a fitted effect of over 55% in size
Target sequence (P10636 561-689 P618L limits assumed): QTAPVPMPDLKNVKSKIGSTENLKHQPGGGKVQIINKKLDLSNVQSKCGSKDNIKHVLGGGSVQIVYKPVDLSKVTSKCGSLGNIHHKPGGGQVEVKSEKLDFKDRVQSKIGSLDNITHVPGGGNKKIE
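FP of Alexa 594-tau after heparin (20 uM) induction. Substrate: human K18 P301L, 15 uM unlabeled, 0.24 uM labeled. Buffer 100 mM sodium acetate pH 7. 6 hr, 37 C.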
Tau ThT inhib = qHTS for Inhibitors of Tau Fibril Formation, Thioflavin T Binding. Microtubule-associated protein tau (Homo sapiens), P10636. recombinant tau K18 P301L, heparin-induced fibrillization, ThT fluorescence. 270,000 tested, 2.1% active. Potency, µM (top dose mostly 57.4 µM), for inactives: top-dose activity, negative = inhibition, usual class: inhibitors; further: on the % scale 0 is the no-effect control and ±100 the full control effect; nearly all actives have a fitted effect of over 55% in size
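Aggregation was driven by heparin (20 uM final) acting on recombinant tau […] bearing P301L in 100 mM sodium acetate pH 7; fibrils were detected with Thioflavin T.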
GAA inh = qHTS Assay for Inhibitors of Human alpha-Glucosidase as a Potential Chaperone Treatment of Pompe Disease. Potency, µM (doses to about 76.9 µM), inactives show at the highest dose activity change, negative = inhibition, usual class: inhibitors. purified human GAA, 4-MU-alpha-glucoside fluorescence. 200,000 tested, 0.005% active. Lysosomal alpha-glucosidase (Homo sapiens), P10253;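 further: plate controls were uninhibited enzyme wells for no effect and no-enzyme background for full effect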
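Fluorescence at Ex 365/Em 440 nm from 4-methylumbelliferone reported enzyme activity after 20 min at room temperature. Reactions used 4 nM enzyme and 400 uM substrate at pH 5.0; curves fitted with the Hill equation.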
GAA glycogen = qHTS Assay for Inhibitors and Activators of Human alpha-Glucosidase Cleavage of Glycogen; Potency, µM (top dose mostly 76.4 µM), inactives show top-dose activity change, negative = inhibition, usual class: inhibitors; 300,000 tested, 0.38% active; recombinant GAA, glycogen substrate, Amplex Red glucose oxidase fluorescence; Lysosomal alpha-glucosidase (Homo sapiens), P10253;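 further: 0% = full enzyme reaction and -100% = no-enzyme basal signal; the screen sought inhibitors and activators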
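Natural-substrate format: glycogen cleavage by 4 nM human enzyme, glucose read by Amplex Red coupling (Ex 573, Em 610 nm). Normalized to enzyme and no-enzyme controls.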
aGal spleen mod = qHTS Assay for Inhibitors and Activators of Human alpha-Galactosidase From Spleen Homogenate; Alpha-galactosidase A (Homo sapiens), P06280; human spleen homogenate, 4MU-alpha-Gal fluorescence, 40 min; Potency, µM (doses to about 80 µM), for the others: at the highest dose activity change, negative = inhibition, most hits filed as inhibitors; 240,000 tested, 0.008% active; AID 2107, 2009;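 further: 0% = enzyme with vehicle and -100% = no enzyme basal signal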
Target sequence (P06280 32-429 limits assumed): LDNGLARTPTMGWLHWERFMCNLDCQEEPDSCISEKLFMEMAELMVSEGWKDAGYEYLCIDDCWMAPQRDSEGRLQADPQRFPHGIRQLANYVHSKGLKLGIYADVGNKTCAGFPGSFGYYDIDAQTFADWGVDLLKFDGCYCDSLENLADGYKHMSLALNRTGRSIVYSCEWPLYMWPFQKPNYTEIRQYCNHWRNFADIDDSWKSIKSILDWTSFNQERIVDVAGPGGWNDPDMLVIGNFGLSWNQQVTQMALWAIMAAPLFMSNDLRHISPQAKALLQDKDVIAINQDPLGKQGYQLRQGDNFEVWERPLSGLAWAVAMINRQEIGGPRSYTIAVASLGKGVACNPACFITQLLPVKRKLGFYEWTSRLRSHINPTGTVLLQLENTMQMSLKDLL
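Human spleen homogenate (1 ug) as enzyme source, 4-methylumbelliferyl-alpha-D-galactopyranoside 1 mM final, citrate/phosphate pH 5.0 with 0.01% Tween-20. Compounds 40 min at 37C, NaOH/glycine stop; fluorescence Ex 365/Em 440, Hill-fit AC50.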
HTT cytoprotect = qHTS Multiplex Assay to Identify Dual Action Probes in a Cell Model of Huntington: Cytoprotection (ATP). PC12 HTT-Q103 induced, cytoprotection, ATP luminescence, 40 h. Potency, µM (series often up to 56.4 µM), inactives show cytoprotection (ATP increase), most hits filed as activators. 230,000 tested, 0.14% active;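 further: % of control where 0% means no effect; nearly all actives have a fitted effect of over 45% in size; toxic huntingtin expression switched on by the ecdysone agonist tebufenozide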
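Quantitative HTS on tebufenozide-induced (100 nM) PC12 cells expressing HTTQ103 exon 1–GFP; compounds tested as a concentration series; survival measured via cellular ATP.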
Tau fluor cs = Counterscreen qHTS for Inhibitors of Tau Fibril Formation, Fluorescence Polarization. Potency, µM (top dose mostly 57.7 µM), for inactives: top-dose activity change, negative = decrease. tau K18 P301L (four-repeat tau fragment) Alexa594 fluorescence, heparin fibrillization. 280,000 tested, 0.93% active. AID 1463, 2008; further: on the % scale 0 is the no-effect control and ±100 the full control effect; nearly all actives have a fitted effect of over 55% in size
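Human K18 P301L tau (15 uM unlabeled plus 0.24 uM Alexa 594-labeled, final) in 100 mM sodium acetate pH 7 was mixed with compound and 20 uM heparin and incubated 6 hr at 37 C.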
* hit, by the source's call; [ ] = remark or other dose. The call rests on the fitted dose curve; in most records, active means well fitted curve in the direction sought with a large enough effect; inconclusive means small, poorly fitted or top-dose-only effect, or another doubt; inactive means no such curve, though single readings can be large; an effect the other way counts as inactive or inconclusive. Potency means the concentration at half of the fitted maximal effect.

The first four records, ahead of the listing:
For O=C(C1CC1)N(Cc1nc2ccccc2c(=O)[nH]1)Cc1cccs1 the results were GAA spleen mod 3%, Tau fibril FP 2%, GAA glycogen 7%, aGal spleen mod -3%, HTT cytoprotect -5%[10 µM] and Tau fluor cs -3%.
O=[N+]([O-])c1ccc(Sc2cc[n+]([O-])c3ccccc23)c([N+](=O)[O-])c1 was read as GAA spleen mod -1%, Tau fibril FP -6%, Tau ThT inhib inconclusive, GAA glycogen -4%, aGal spleen mod 8%, HTT cytoprotect -10%[10 µM] and Tau fluor cs inconclusive.
Screening CCc1ccc2nc(NC(=O)CCCc3cccs3)sc2c1 returned GAA spleen mod 1%, Tau fibril FP inconclusive, Tau ThT inhib -16%, GAA inh 0%, GAA glycogen -2%, aGal spleen mod 0%, HTT cytoprotect 3% and Tau fluor cs -29%.
Screening C/C(CCS(=O)(=O)c1ccccc1)=N/O returned GAA spleen mod -3%, Tau fibril FP 2%, Tau ThT inhib 0%, GAA inh 3%, GAA glycogen -5%, aGal spleen mod -6%, HTT cytoprotect 13% and Tau fluor cs 1%.

All compounds of this part (from the top)
For O=C(C1CC1)N(Cc1nc2ccccc2c(=O)[nH]1)Cc1cccs1 the results were GAA spleen mod 3%, Tau fibril FP 2%, GAA glycogen 7%, aGal spleen mod -3%, HTT cytoprotect -5%[10 µM] and Tau fluor cs -3%.
O=[N+]([O-])c1ccc(Sc2cc[n+]([O-])c3ccccc23)c([N+](=O)[O-])c1 was read as GAA spleen mod -1%, Tau fibril FP -6%, Tau ThT inhib inconclusive, GAA glycogen -4%, aGal spleen mod 8%, HTT cytoprotect -10%[10 µM] and Tau fluor cs inconclusive.
Screening CCc1ccc2nc(NC(=O)CCCc3cccs3)sc2c1 returned GAA spleen mod 1%, Tau fibril FP inconclusive, Tau ThT inhib -16%, GAA inh 0%, GAA glycogen -2%, aGal spleen mod 0%, HTT cytoprotect 3% and Tau fluor cs -29%.
Screening C/C(CCS(=O)(=O)c1ccccc1)=N/O returned GAA spleen mod -3%, Tau fibril FP 2%, Tau ThT inhib 0%, GAA inh 3%, GAA glycogen -5%, aGal spleen mod -6%, HTT cytoprotect 13% and Tau fluor cs 1%.
Screening CCOC(=O)c1[nH]c2ccc(OC)cc2c1NC(=O)CCN1CCN(Cc2ccccc2)CC1 returned GAA spleen mod -4%, Tau fibril FP 3%, Tau ThT inhib -8%, GAA inh 2%, GAA glycogen 0%, aGal spleen mod -6%, HTT cytoprotect -1% and Tau fluor cs -14%.
Screening O=C(NCc1ccc2c(c1)OCO2)c1ccc(S(=O)(=O)NCC2CCCO2)cc1 (stereo unspecified) returned GAA spleen mod 4%, Tau fibril FP 4%, Tau ThT inhib -2%, GAA inh -10%, GAA glycogen 3%, aGal spleen mod 11%, HTT cytoprotect -17% and Tau fluor cs -7%.
`Cc1ccc(NC(=O)Nc2ccc3c(c2)OCO3)nc1` gave GAA spleen mod 2%, Tau fibril FP 0%, Tau ThT inhib inconclusive, GAA inh 4%, GAA glycogen -4%, aGal spleen mod 9%, HTT cytoprotect -104% and Tau fluor cs -19%.
`Cc1ccc(NC(=O)NCCCN2CCOCC2)cc1` gave GAA spleen mod -9%, Tau fibril FP -3%, Tau ThT inhib -4%, GAA inh 0%, GAA glycogen -13%, aGal spleen mod -20%, HTT cytoprotect 0%[0.074 µM] and Tau fluor cs 2%.
O=S1(=O)CC(O)C(N2CCC(c3ccccc3)CC2)C1 (stereo unspecified) was read as GAA spleen mod -4%, Tau fibril FP 1%, Tau ThT inhib -12%, GAA inh 2%, GAA glycogen 0%, aGal spleen mod 0%, HTT cytoprotect -25%[10 µM] and Tau fluor cs -4%.
COCc1nnc(NC(=O)c2cc(Cl)ccc2OC)s1 was read as GAA spleen mod 3%, Tau fibril FP 6%, Tau ThT inhib -3%, GAA inh -20%, GAA glycogen 4%, aGal spleen mod 11%, HTT cytoprotect 15%[10 µM] and Tau fluor cs 6%.
CC(C)(C)C(=O)N(Cc1ccccc1)c1ccccn1 was read as GAA spleen mod -2%, Tau fibril FP 4%, Tau ThT inhib -14%, GAA inh -8%, GAA glycogen -11%, aGal spleen mod -3%, HTT cytoprotect -4% and Tau fluor cs -8%.
`Cc1cc(C)cc(N(CC(=O)NC2CC3CCC2C3)S(C)(=O)=O)c1` (stereo unspecified) gave GAA spleen mod -4%, Tau fibril FP 3%, Tau ThT inhib -11%, GAA inh -1%, GAA glycogen 7%, aGal spleen mod -6%, HTT cytoprotect -2% and Tau fluor cs -3%.
`CCN1CCCC1Cn1c(-c2ccccc2)nc2c(NCc3ccccc3)nc(C)nc21` (stereo unspecified) gave GAA spleen mod 3%, Tau fibril FP 5%, Tau ThT inhib 0%, aGal spleen mod 4%, HTT cytoprotect -19% and Tau fluor cs -6%.
`O=C(Cn1nnc(-c2ccccc2)n1)NCc1cccs1` gave GAA spleen mod -1%, Tau fibril FP -1%, Tau ThT inhib -5%, GAA inh -5%, GAA glycogen -6%, aGal spleen mod 4%, HTT cytoprotect 17%[10 µM] and Tau fluor cs 0%.
Screening COc1cccc(-c2nn(C)c3sc(C(=O)Nc4ccc5c(c4)OCCO5)cc23)c1 returned GAA spleen mod -3%, Tau fibril FP 9%, Tau ThT inhib -3%, GAA inh -2%, GAA glycogen -9%, aGal spleen mod 5%, HTT cytoprotect -77%[inhibitor][10 µM] and Tau fluor cs 0%.
Fc1ccc(-c2nnc3ccc(N4CCc5ccccc5C4)nn23)cc1 was read as GAA spleen mod 1%, Tau fibril FP -3%, Tau ThT inhib inconclusive, GAA inh 0%, GAA glycogen 11%, aGal spleen mod -3%, HTT cytoprotect 19% and Tau fluor cs -11%.
Screening O=C(Nc1ncc(Cc2ccccc2Cl)s1)c1ccc([N+](=O)[O-])cc1 returned GAA spleen mod -9%, Tau fibril FP 6%, Tau ThT inhib -9%, GAA inh -2%, GAA glycogen -3%, aGal spleen mod 7%, HTT cytoprotect -10%[10 µM] and Tau fluor cs inconclusive.
`O=C(CSc1nc2c(cnn2-c2ccc(F)cc2)c(=O)[nH]1)Nc1nccs1` gave GAA spleen mod 6%, Tau fibril FP -15%, Tau ThT inhib 2%, GAA inh 4%, GAA glycogen -7%, aGal spleen mod 8% and Tau fluor cs -2%.
Screening CCCn1c(SCC(=O)NCc2ccc(C)cc2)n[nH]c1=O returned GAA spleen mod 3%, Tau fibril FP 0%, Tau ThT inhib 7%, GAA inh 3%, GAA glycogen -7%, aGal spleen mod -3% and Tau fluor cs 5%.
Screening O=C(NC(=S)N(Cc1ccccc1)Cc1ccccc1)c1ccccc1F returned GAA spleen mod 3%, Tau fibril FP 2%, Tau ThT inhib -3%, GAA inh -7%, GAA glycogen -8%, aGal spleen mod 6%, HTT cytoprotect -4% and Tau fluor cs -25%.
CC(C)CC(=O)Nc1ccc(F)c(Cl)c1 was read as GAA spleen mod -4%, Tau fibril FP 3%, Tau ThT inhib -2%, GAA inh -1%, GAA glycogen 0%, aGal spleen mod -15%, HTT cytoprotect 16% and Tau fluor cs -9%.
COCC1CCCN(Cc2nc(-c3ccc4c(c3)OCO4)no2)C1 (stereo unspecified) was read as GAA spleen mod 2%, Tau fibril FP -9%, Tau ThT inhib -3%, GAA inh -9%, GAA glycogen -2%, aGal spleen mod 7%, HTT cytoprotect -41%[inhibitor] and Tau fluor cs -3%.
Cc1ccc(-c2nnn(CC(=O)N(Cc3ccccc3)C(C(=O)NC(C)(C)C)c3ccncc3)n2)o1 (stereo unspecified) was read as GAA spleen mod 2%, Tau fibril FP 2%, Tau ThT inhib -12%, GAA inh -2%, GAA glycogen -6%, aGal spleen mod 8%, HTT cytoprotect -20%[10 µM] and Tau fluor cs -15%.
Screening O=C(NC1CCCCC1)c1c[nH]c2ccc(S(=O)(=O)Nc3ccccc3F)cc2c1=O returned Tau fibril FP 28µM*, Tau ThT inhib -11%, GAA glycogen -16%[76.3 µM] and Tau fluor cs inconclusive.
CCCCN(CCCC)C(=O)c1sc2nc(N3CCOCC3)c3c(c2c1N)CCCC3 was read as GAA spleen mod 0%, Tau fibril FP inconclusive, Tau ThT inhib inconclusive, GAA glycogen -1%, aGal spleen mod 7%, HTT cytoprotect 22%[10 µM] and Tau fluor cs inconclusive.
For Cc1nc(C(=O)N2CCOCC2)sc1C1(C)CC(c2ccccc2)=NO1 (stereo unspecified) the results were GAA spleen mod -18%, Tau fibril FP 2%, Tau ThT inhib 7%, GAA glycogen 3%, aGal spleen mod -7%, HTT cytoprotect 20%[10 µM] and Tau fluor cs 15%.
For CC(CCc1ccccc1)NC(=O)Cc1ccc([N+](=O)[O-])cc1 (stereo unspecified) the results were GAA spleen mod -4%, Tau fibril FP -6%, Tau ThT inhib 5%, GAA inh -1%, GAA glycogen 6%, aGal spleen mod -1%, HTT cytoprotect 15%[10 µM] and Tau fluor cs -10%.

Bioassay records (PubChem)
